Exocytosis inh = LAMP-1 surface exposure blockers, TALL-104 cells – cell-based, flow cytometry, MLPCN library, primary screen; TALL-104 LAMP-1 surface exposure; cells stimulated with thapsigargin and PMA; inhibition, % at 10 µM; 360,000 compounds, 0.66% hits;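 active = inhibition above about 55%, limit read from the data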
NCOA3 inh = SRC3 coactivator transcriptional activity inhibitors, primary screen, cell-based, luminescence. HEK293 GAL4-SRC3 luciferase reporter. Nuclear receptor coactivator 3 (Homo sapiens), Q9Y6Q9. AID 588352, 2011. inhibition, % at 3.6 µM. 360,000 compounds, 0.17% hits;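 active = inhibition above a per-campaign cutoff, the mean of all compounds plus 3 SD, cut at about 60% in these data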;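 note: 0% = DMSO-treated cells and 100% = gossypol-treated cells at 36 µM; higher means less SRC3-driven luciferase light from the GAL4 reporter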
Target sequence (Q9Y6Q9 whole entry, looked up, the tested form may be a part): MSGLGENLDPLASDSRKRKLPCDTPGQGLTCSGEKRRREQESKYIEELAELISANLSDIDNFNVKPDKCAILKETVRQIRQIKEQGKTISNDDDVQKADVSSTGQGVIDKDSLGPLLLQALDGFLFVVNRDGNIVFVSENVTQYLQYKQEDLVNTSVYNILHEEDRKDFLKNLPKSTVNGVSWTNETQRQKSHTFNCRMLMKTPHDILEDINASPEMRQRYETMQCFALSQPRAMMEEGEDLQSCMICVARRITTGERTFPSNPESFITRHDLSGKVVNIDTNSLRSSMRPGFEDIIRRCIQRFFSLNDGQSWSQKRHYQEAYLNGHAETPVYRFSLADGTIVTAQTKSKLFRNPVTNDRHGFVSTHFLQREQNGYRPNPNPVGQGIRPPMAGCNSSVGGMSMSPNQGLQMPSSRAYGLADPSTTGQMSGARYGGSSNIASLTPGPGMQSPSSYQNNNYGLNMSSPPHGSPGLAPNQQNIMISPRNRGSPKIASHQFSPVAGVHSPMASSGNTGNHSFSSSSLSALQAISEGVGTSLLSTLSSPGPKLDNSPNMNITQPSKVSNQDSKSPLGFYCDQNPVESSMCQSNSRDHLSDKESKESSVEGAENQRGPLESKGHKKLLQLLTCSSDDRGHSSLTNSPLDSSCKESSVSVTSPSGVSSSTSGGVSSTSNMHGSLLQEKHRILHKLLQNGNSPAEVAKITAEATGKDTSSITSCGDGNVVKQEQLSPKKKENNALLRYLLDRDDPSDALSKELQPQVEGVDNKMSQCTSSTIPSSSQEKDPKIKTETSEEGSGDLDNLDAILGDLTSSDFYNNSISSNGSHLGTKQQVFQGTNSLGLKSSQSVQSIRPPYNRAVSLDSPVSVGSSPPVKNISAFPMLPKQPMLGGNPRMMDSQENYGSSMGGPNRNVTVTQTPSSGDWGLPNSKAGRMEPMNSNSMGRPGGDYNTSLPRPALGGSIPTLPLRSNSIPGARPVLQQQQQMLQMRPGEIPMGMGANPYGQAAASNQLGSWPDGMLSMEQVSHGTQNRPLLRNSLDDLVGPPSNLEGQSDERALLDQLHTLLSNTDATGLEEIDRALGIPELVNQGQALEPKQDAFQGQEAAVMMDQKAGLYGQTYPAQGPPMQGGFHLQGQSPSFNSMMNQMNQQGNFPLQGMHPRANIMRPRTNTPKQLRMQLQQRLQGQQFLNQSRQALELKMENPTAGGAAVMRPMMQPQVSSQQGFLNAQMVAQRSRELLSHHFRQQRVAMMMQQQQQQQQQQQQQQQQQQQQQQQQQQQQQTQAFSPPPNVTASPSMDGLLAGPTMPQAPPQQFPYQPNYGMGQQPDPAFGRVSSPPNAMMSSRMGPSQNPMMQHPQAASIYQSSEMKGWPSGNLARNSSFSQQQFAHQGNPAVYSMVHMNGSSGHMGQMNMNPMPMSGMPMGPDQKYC
NR2F2 inh = NR2F2 transcriptional activity inhibitors, primary screen, cell-based, luciferase reporter, HEK293T, luminescence; 370,000 compounds, 0.7% hits; inhibition, % at 8.6 µM; HEK293T NGFI-A luciferase reporter; AID 686940, 2013;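 active = inhibition above a per-plate cutoff, mean inhibition of test wells between control levels plus 3 SD, cut at about 38% in these data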;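 note: cells cotransfected with COUP-TFII expression vector driving the NGFI-A reporter; 0% = median of COUP-TF2 test wells and 100% = reporter-only cells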
TWEAK-Fn14 inh = inhibitors of TWEAK-Fn14 signaling, primary screen, luciferase reporter cells, uHTS; TWEAK-stimulated Fn14 reporter cells, luciferase luminescence, 8 h; inhibition, % at 10 µM; 360,000 compounds, 2% hits; in the data active = inhibition above about 50%
LRH-1 inv ag = LRH-1 (NR5A2) inverse agonists, primary screen, cell-based, luminescence, HEK293T, StAR-luciferase reporter | Nuclear receptor subfamily 5 group A member 2 (Homo sapiens), O00482 | LRH-1 transfected, 24 h | inhibition, % at 3.6 µM | 360,000 compounds, 0.13% hits | AID 602396, 2012;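 active = inhibition above the mean inhibition of all tested compounds plus 3 SD, cut at about 73% in these data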;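 note: 0% = DMSO wells and 100% = reporter-only cells lacking LRH-1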
NOD2 RIPK2 PPI = NOD2-RIPK2 binding disruptors in cells, primary screen, fluorescence, CHO cells, BLA complementation | 360,000 compounds, 0.38% hits | CCF4 ratio | Receptor-interacting serine/threonine-protein kinase 2 (Homo sapiens), O43353 | inhibition, % at 4.98 µM; in the data active = inhibition above about 21%;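 note: 0% = vehicle only and 100% = reference blocker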
NCOA1 inh = SRC1 coactivator transcriptional activity inhibitors, primary screen, cell-based, luminescence. Nuclear receptor coactivator 1 (Homo sapiens), Q15788. inhibition, % at 3.6 µM. 360,000 compounds, 0.12% hits. HEK293 GAL4-SRC1 luciferase reporter. AID 588354, 2011;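 active = inhibition above the campaign mean plus 3 SD, with each screening campaign given its own cutoff, cut at about 60% in these data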;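 note: 0% = DMSO treated cells and 100% = gossypol at 36 µM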
TROY NFkB inh = inhibitors of TROY-driven NF-kB signaling, primary screen, Q293 LMP1-TROYcd cells, NF-kB luciferase, uHTS. Q293 LMP1-TROYcd NF-kB luciferase reporter, 4 h. inhibition, % at 10 µM. 360,000 compounds, 0.98% hits. AID 1347056, 2019;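 active = compounds whose plate-normalised and pattern-corrected inhibition of the luciferase reporter signal at the single screening dose is 50% or more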
TLR9-MyD88 inh = inhibitors of TLR9-MyD88 association in cells, primary screen, cell-based, CHO, BLA complementation, fluorescence | CCF4 FRET ratio | inhibition, % at 4.98 µM | 340,000 compounds, 0.21% hits | AID 504734, 2011;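 active = inhibition above the mean over all tested compounds plus 3 SD, cut at about 21% in these data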;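 note: 0% = DMSO only wells and 100% = clavulanate BLA inhibitor control wells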
ABHD5 PLIN5 PPI = ABHD5-PLIN5 interaction inhibitors, primary screen, cell lysate, split luciferase complementation, luminescence; Perilipin-5 (Homo sapiens) + 1-acylglycerol-3-phosphate O-acyltransferase ABHD5 (Homo …; Split G. princeps luciferase complementation, 4 h; 360,000 compounds, 0.78% hits; inhibition, % at 4 µM;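 active = inhibition above the mean inhibition across every tested compound plus 3 SD, cut at about 22% in these data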;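 note: 0% = DMSO only wells and the 100% control is not disclosed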
NCOA2 inhibitor = inhibition of GAL4-SRC2 driven luciferase reporter, primary screen, SRC2 inhibitor project, cell-based, luminescence; Nuclear receptor coactivator 2 (Homo sapiens), Q15596; inhibition, % at 9 µM; 370,000 compounds, 0.17% hits; HEK293 GAL4-SRC2 luciferase reporter; AID 651957, 2012;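 active = inhibition above the mean inhibition of all tested compounds plus 3 SD, set per campaign, cut at about 52% in these data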;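 note: 0% = DMSO treated cells and 100% = cells given Gossypol at 36 µM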
* marks the source's active call; other numbers are inactive results; · = no result given. A portion of the library; count on the stated rates, not on these rows.

structure,Exocytosis inh,NCOA3 inh,NR2F2 inh,TWEAK-Fn14 inh,LRH-1 inv ag,NOD2 RIPK2 PPI,NCOA1 inh,TROY NFkB inh,TLR9-MyD88 inh,ABHD5 PLIN5 PPI,NCOA2 inhibitor
O=C(CN1C(=O)NC2(CCCc3ccccc32)C1=O)N1CCN(C(=O)c2ccco2)CC1 (stereo unspecified),2,17,0,6,-18,11,-2,-6,3,4,-13
CCN1CCN(CCCNC(=O)c2csc3c2CCCCC3)CC1,5,6,17,17,1,-12,-8,11,1,10,-3
Cc1ccc(NC(=O)c2cc(N3CCOCC3)nc3ccccc23)cc1,-3,13,12,-2,17,3,-23,-26,-10,16,-25
CCN(CC)C(=O)c1cccc(-c2csc(C(C)(O)c3ccncc3)n2)c1 (stereo unspecified),1,2,29,14,-12,-2,17,24,·,5,27
Fc1cc(F)c2nc(Nc3nc4c(F)cccc4s3)sc2c1,18,-28,-14,16,6,-9,-59,9,0,-5,-5
COc1cc2cc(C(=O)N3CCOCC3)cc(-c3ccc(C)cc3)c2cc1OC,-32,-41,3,-28,15,-7,-7,-13,-4,-6,-14
CC(=O)N/C(=C\c1ccc(F)cc1)C(=O)OCc1ccccc1,-7,3,-11,10,15,-3,6,-7,-10,-3,-4
CCc1nnc(NC(=O)CSc2nnnn2-c2cccc(C(C)=O)c2)s1,-5,10,5,-3,23,-8,1,0,2,1,-18
O=C(Nc1ccccc1)C1CC2CCCC(C1)C2=O (stereo unspecified),3,24,6,-4,9,-3,6,-13,-7,0,21
O=c1[nH]c(=S)[nH]c2c1C(c1ccc(Br)cc1)c1c([nH]c(=S)[nH]c1=O)O2,-7,9,4,77*,5,-2,-11,4,-4,-1,-25
COc1cccc(C(=O)N2CCC[C@H]2C(=O)N2CCC[C@H]2C(=O)N[C@@H](C)c2ccccc2)c1,-1,·,1,2,6,4,·,-1,·,2,-19
CC(=O)c1ccc(N2CC(C)(C)C2=O)cc1,0,-18,4,9,4,-4,-17,-13,10,-2,-34
O=C(O)c1cc(S(=O)(=O)NCC2CCCO2)ccc1Cl (stereo unspecified),-2,-6,1,0,10,9,-8,-3,2,0,9
CC1CCc2sc(C(=O)Nc3ccc(N4CCOCC4)cc3)cc2C1 (stereo unspecified),0,-4,17,7,-3,4,-6,17,-9,-3,-16
Cn1c(CSc2ncccn2)nnc1SCC(=O)N1CCCC1,-2,8,18,14,6,-8,-30,7,1,-5,-4
OCC[C@@H]1C[C@@H](O)[C@H](O)[C@]2(OCc3ccccc32)O1,13,13,-8,-2,14,2,-9,-11,-2,1,11
CCOc1ccccc1CNC(=O)CCCc1cn(C)c2ccccc12,10,14,6,0,13,9,0,-25,-9,4,-23
CCCc1cc(=O)n2nc(N3CCC(C(=O)NCc4ccc(C)o4)CC3)sc2n1,34,-37,-12,-16,2,6,-1,6,-5,-9,-9
O=C(CSc1nncn1-c1ccccc1)Nc1ccc(N2CCOCC2)cc1,-1,-12,-7,0,15,2,-22,22,-6,-2,21
Cc1ccc(N=Nc2c(C)[nH]n(C(N)=S)c2=O)cc1,-1,-44,0,15,-6,4,-31,-28,-3,-3,-22
CC1Sc2ccc(C(=O)NCc3ccccn3)cc2NC1=O (stereo unspecified),1,9,-14,1,9,4,-16,-10,2,2,-17
COc1ccc(CCN2CC(C(=O)OCC(=O)NC(Cc3ccccc3)C(C)=O)CC2=O)cc1OC (stereo unspecified),10,10,19,4,4,-7,3,12,4,-7,-28
O=C(OCC(=O)c1ccc[nH]1)c1ccccc1,-3,-41,-26,-10,6,6,-30,-34,5,4,10
CCN(Cc1ccccc1)c1ccccc1,4,10,-2,-5,20,2,-11,-6,-3,5,-11
COC(=O)C1=C(C)N(C)C(=S)N(C)C1c1ccc(OC)cc1 (stereo unspecified),6,9,-8,-16,0,-9,7,-2,-3,-2,12
CC1(C)CC(NC2C3CC4CC(C3)CC2C4)CC(C)(C)N1 (stereo unspecified),6,6,-7,-7,-4,-5,2,-3,6,2,-22
c1ccc2c(c1)CCc1c(-c3ccncc3)n[nH]c1-2,-1,-26,-18,13,8,-6,-29,-13,0,1,-11
c1ccc(-c2nc(-c3ccncc3)no2)cc1,0,-56,-42,-4,-90,6,-75,-44,2,-2,-66
O=C(CSc1nnc2scc(-c3ccccc3)n12)N1CCCc2ccccc21,-2,-5,4,21,6,-4,-1,11,-6,5,12
COc1ccccc1CNC(=O)CCS(=O)(=O)c1ccc2c(c1)CCN2C(C)=O,7,-26,1,1,-2,5,-5,-27,-1,1,-18
C=CCOC(=O)C1=C(C)NC(=O)NC1c1ccc(O)cc1 (stereo unspecified),-6,2,6,7,15,-1,-52,13,5,-3,20
O=C(NNS(=O)(=O)c1ccc(F)cc1)c1ccccc1,-9,4,5,-3,5,0,4,19,11,-1,-6
COc1ccc(Nc2ncnc3ccc([N+](=O)[O-])cc23)c(OC)c1,-3,26,8,8,15,-11,10,27,-8,-4,17
Cc1csc(NC(=O)C(C)Oc2ccc(Br)cc2)n1 (stereo unspecified),-3,-12,-11,13,4,10,-26,-9,-4,-3,-8
Cc1ccccc1NS(=O)(=O)c1ccc(N2CCCC2=O)cc1,0,2,12,0,24,-9,-9,-27,-8,-1,4
Cc1ccc(C(=O)NNC(=O)Cn2ccc(C(F)(F)F)n2)o1,0,20,-12,-4,4,-1,-3,2,0,1,2
C=CCn1c(-c2ccccc2)nc2nc3ccccc3nc21,0,-17,-1,-8,-1,3,-8,-62,4,-2,-25
NNC(=O)c1ccc(COc2cccc3cccnc23)cc1,-1,7,-6,19,26,-6,-9,-21,-9,1,-2
C=CCNC(=O)Cn1nc(-c2ccccc2)ccc1=O,3,16,7,2,-14,2,13,7,2,0,6
CN(C)S(=O)(=O)N(CC(=O)Nc1ccccc1F)c1ccccc1,2,9,11,-17,10,2,1,10,7,-5,-17
CCOC(=O)c1ccc(NC(=O)Cn2cnc3cc(C)c(C)cc32)cc1,2,22,59*,41,32,-8,19,26,-2,-7,36
CN(C)CCCN(C(=O)c1ccc(S(=O)(=O)N(C)C2CCCCC2)cc1)c1nc2ccc(F)cc2s1,50,5,-6,-2,23,6,-17,-12,-1,12,-26
CSc1cccc(NC(=S)N2CCC(N(C)C3CCCCCC3)CC2)c1,0,18,7,13,5,-4,11,11,-7,-5,-12
COc1ccc(S(=O)(=O)NC(=O)C2(C)CCN2C(=O)C2(c3ccc(Cl)cc3)CCC2)cc1 (stereo unspecified),5,13,-5,6,3,-1,14,10,·,-3,-14
O=C(N/N=C/C(Cl)=C/c1ccccc1)c1ccccc1F,7,-80,-12,-41,-87,-3,-63,-36,-4,-7,-31
Cc1onc(-c2ccccc2)c1C(=O)NC(=S)Nc1sc2c(c1C#N)CCC(C)C2 (stereo unspecified),16,-11,1,-21,2,-5,-6,2,-11,-6,-10
CCOC(=O)N1CCC(N(CCN(C)C)C(=S)Nc2ccccc2C)CC1,-4,20,-2,9,-2,-9,-7,16,-6,9,-9
COC(C/C=C\C(=O)[C@H](C)OCc1ccccc1)OC,9,9,3,12,-14,4,0,-3,-8,-2,5
O=C(Cc1ccccc1)Nc1ccc2oc(-c3ccncc3)nc2c1,-4,14,4,-5,-27,6,-1,-10,-2,3,-22
Cc1ccc(C#N)c(SCCN2CCCCC2)n1,2,-17,3,6,6,-7,2,9,-8,-5,11
COc1ccccc1NC(=O)C1=C(C)NC(=O)NC1c1ccccc1F (stereo unspecified),20,-8,5,2,17,7,3,3,1,-2,-5
CCC(C)C1NC(=S)N(Cc2ccccc2)C1=O (stereo unspecified),0,11,1,5,13,-11,-5,1,5,4,-44
CCCCC#Cc1ccc(C(=O)NNC(=O)Nc2cc(Cl)cc(Cl)c2)o1,-3,17,-9,-8,-4,-4,4,-3,-5,-2,-60
CC(=O)Nc1cc(-c2cccc(CO)c2)cn2c(-c3ccc(C(C)=O)cc3)cnc12,-1,-19,-10,-7,24,4,1,-2,·,-1,-53
COc1cc(NS(C)(=O)=O)ccc1Nc1c2ccccc2nc2ccccc12,23,64*,-63,-213,46,-2,62*,-86,-1,3,-23
CCCn1c(SCC(=O)Nc2cccc(Cl)c2Cl)n[nH]c1=O,-2,2,2,-2,-20,-12,-12,13,7,0,15

Screening data from PubChem.
